High-throughput results as filed in PubChem.
NCF1 inh: p47phox/p22phox peptide binding inhibitors, primary screen, biochemical, uHTS, NADPH oxidase regulatory subunit; fluorescence polarization, 2 h; inhibition, % at 24.7 µM; hit rate 0.53% among 220,000;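 active = inhibition above about 30%, limit read from the data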;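 also: 0% = p47phox with labelled peptide and 100% = labelled peptide alone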
CHOP inh: inhibitors of CHOP promoter induction, primary screen, cell-based, unfolded protein response, luciferase reporter. CHO-K1 CHOP-promoter luciferase, tunicamycin-induced, 15-18 h. inhibition, % at 10 µM. hit rate 3.8% among 220,000. AID 2732, 2010;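 active = compounds that reduced the stress-induced luciferase reporter signal by more than about 70% of percent inhibition, limit read from the data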;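 also: 0% = tunicamycin plus vehicle and 100% = wells without tunicamycin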
Runt-SMMHC FRET: inhibitors of RUNX1 Runt–CBFb-SMMHC binding, primary screen, biochemical, FRET, Cerulean-Runt, Venus-CBFb-SMMHC, uHTS; AID 1434, 2008; Cerulean-Runt/Venus-CBFb-SMMHC FRET ratio 530/480, 1 h; hit rate 0.74% among 220,000; inhibition, % at 20 µM;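 active = mean inhibition across duplicate retests at 20 µM reaching about 50%, limit read from the data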;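 also: 0% = DMSO wells and 100% = wells with excess untagged CBFb-SMMHC; inhibitors lower the FRET ratio by blocking Runt binding to CBFb-SMMHC; some results filed as inactive read as strong as hits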
TRPN1 ag: zebrafish TRPN1 channel agonists, primary screen, cell-based, HEK293, calcium fluorescence. transient receptor potential cation channel N1 (TRPN1/NompC), Danio rerio. HEK293 zebrafish TRPN1-YFP, Fluo-8 calcium fluorescence; 100% = response to 87 µM carbachol. activation, % at 3 µM. hit rate 0.18% among 220,000. AID 1424, 2008;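 active = activation above its plate's cutoff, the mean activation of test wells on that plate plus 3 SD, cut at about 19% in these data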;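 also: 0% = DMSO alone and 100% = 87 µM carbachol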
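Material: zebrafish TRPN1-YFP in HEK293 cells. Doses: one dose of 3 µM, 0.3% DMSO. Incubation: dye 1 h 37 °C plus 30 min RT. Measured by: intracellular calcium fluorescence with Fluo-8.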
TRPML3 ag: human TRPML3 channel agonists, primary screen, cell-based, HEK293 TRPML3-YFP, Fluo-8 calcium fluorescence, 3 µM. 100% = the carbachol control signal. activation, % at 3 µM. hit rate 0.29% among 220,000. AID 1448, 2008;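 active = activation above its plate's cutoff, the mean activation of the plate's test wells plus 3 SD, cut at about 12% in these data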;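 also: 0% = DMSO only wells and 100% = carbachol wells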
Target sequence (Q8TDD5 whole entry, looked up): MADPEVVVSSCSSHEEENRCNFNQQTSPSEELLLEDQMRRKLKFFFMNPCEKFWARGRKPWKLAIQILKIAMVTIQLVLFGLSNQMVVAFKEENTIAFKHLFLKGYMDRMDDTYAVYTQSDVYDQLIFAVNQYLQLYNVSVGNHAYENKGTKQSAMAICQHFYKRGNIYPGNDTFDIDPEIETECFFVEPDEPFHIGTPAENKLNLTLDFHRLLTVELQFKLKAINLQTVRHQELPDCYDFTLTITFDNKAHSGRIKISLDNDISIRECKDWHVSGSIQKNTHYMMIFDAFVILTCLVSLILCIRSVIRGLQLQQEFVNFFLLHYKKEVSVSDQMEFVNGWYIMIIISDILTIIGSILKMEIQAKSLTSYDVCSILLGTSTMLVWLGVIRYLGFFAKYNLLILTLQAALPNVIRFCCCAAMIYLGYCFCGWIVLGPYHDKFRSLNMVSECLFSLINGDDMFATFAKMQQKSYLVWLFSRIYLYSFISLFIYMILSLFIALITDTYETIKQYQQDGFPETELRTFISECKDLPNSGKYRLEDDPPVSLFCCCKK
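Test system: TRPML3-YFP stable HEK293 cells. Doses: single point at 3 µM. Incubation: dye loading 1 h 37 °C then 30 min ambient, 125 s read. Signal: Fluo-8 calcium dye fluorescence, ex 470-495, em 515-575 nm. Measure: percent activation from peak-to-basal fluorescence ratio, scaled between DMSO and carbachol.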
EBV gp42 inh: Epstein-Barr virus gp42 inhibitors, primary screen, biochemical, uHTS, fluorescence polarization. Glycoprotein 42 (Epstein-Barr virus (strain AG876)), Q1HVG2. Fluorescence polarization binding assay, mP read-out. inhibition, % (tested at 21.74 µM). hit rate 0.42% among 220,000; in the data active = inhibition above about 50%
PPC-1+TRAIL kill: compounds killing PPC-1 cancer cells with TRAIL present, primary screen, TRAIL potentiator project, ATPLite luminescence, uHTS; cell killing (% activity), % at 4 µM; PPC-1 cells + TRAIL, ATPLite viability luminescence; hit rate 0.41% among 220,000; AID 1443, 2008;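 active = cell killing above 50% in the first pass at 4 µM, then a duplicate retest at 5 µM averaging 50% or more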;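 also: plate controls were cells with TRAIL plus DMSO for no effect and medium-only wells lacking cells for full effect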
MDM2 E3 inh: MDM2-luciferase reporter signal enhancers, primary screen, MDM2 E3 ligase inhibitor project, cell-based, luminescence, 1536-well; AID 1230, 2008; cell-based MDM2 ubiquitination luciferase reporter, 2 h; 0 = plate control, 100 = twice control, blank-subtracted; hit rate 0.11% among 210,000; signal enhancement, % at 5 µM;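 active = signal enhancement of 30% or more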;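 also: luminescence tracks abundance of the self-degrading MDM2-luciferase fusion protein; higher signal means inhibition of MDM2 E3 ligase activity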
Target sequence (Q00987 whole entry, looked up, the tested form may be a part): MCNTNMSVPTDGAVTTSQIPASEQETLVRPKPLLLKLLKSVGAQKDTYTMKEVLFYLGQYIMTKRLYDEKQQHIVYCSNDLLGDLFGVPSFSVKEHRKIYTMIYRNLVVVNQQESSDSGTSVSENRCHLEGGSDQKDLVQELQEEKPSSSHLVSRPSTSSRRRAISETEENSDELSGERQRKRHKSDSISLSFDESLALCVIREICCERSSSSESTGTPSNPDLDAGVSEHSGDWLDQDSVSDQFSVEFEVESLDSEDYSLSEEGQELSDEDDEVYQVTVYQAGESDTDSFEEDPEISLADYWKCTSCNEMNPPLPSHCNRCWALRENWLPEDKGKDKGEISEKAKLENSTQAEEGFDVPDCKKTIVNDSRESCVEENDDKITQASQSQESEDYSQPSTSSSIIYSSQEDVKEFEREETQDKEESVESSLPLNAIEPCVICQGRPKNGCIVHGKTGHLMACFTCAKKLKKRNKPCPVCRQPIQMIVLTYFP
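Buffer or medium: Cells held in DMEM | Assay system: Stable mammalian line carrying autodegrading MDM2–luciferase fusion reporter | Quantity: 2000 cells/well | Times: 4 h settle plus 2 h compound, 37 °C | Doses: One concentration, 5 µM, with 0.2% DMSO | Technique: Luminescence with SteadyLite reagent, 15 min at room temperature | Benchmarks: Plate controls and plate blanks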
TNF death inh: inhibitors of TNF-alpha triggered necroptosis, primary screen, cell-based, Jurkat FADD-/-, single concentration; hit rate 0.068% among 220,000; Jurkat FADD-/- TNF necroptosis rescue, ATP luminescence, 24 h; 0 = TNF only, 100 = no-TNF cells; AID 463075, 2010; activation (protection from cell death), % at 10 µM;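 active = activation, meaning protection from cell death, of at least 50% relative to plate controls; inactive = activation below 50%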;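 also: necroptosis triggered by 40 ng/mL TNF-alpha added together with compound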
* = called active by the depositor; x = not tested or not shown.

Compound	TNF death inh	CHOP inh	TRPN1 ag	Runt-SMMHC FRET	TRPML3 ag	MDM2 E3 inh	EBV gp42 inh	NCF1 inh	PPC-1+TRAIL kill
CCOc1cc(C)c(Cl)cc1S(=O)(=O)NCc1ccc2c(c1)OCO2	-4.5	29	-0.7	2	0.2	0	-8	-3	26
COc1ccc(C(=O)Nc2cccc(-c3nnc(-c4ccco4)o3)c2)cc1	-7.2	72*	-0.7	2	2.7	-27	-2	-17	9
COc1ccc(-c2[nH]nc3c2C(c2ccccc2OC(=O)N2CCOCC2)C(C#N)=C(N)O3)cc1 (centres undefined)	-3.4	4	-2.1	-1	0.1	-4	-9	3	10
Cn1c(=O)n(C)c2cc(S(=O)(=O)O)ccc21	-1.8	8	-0.6	3	0.6	-58	-24	-13	11
COCCNC(=O)c1ccc(C2SCC(=O)N2Cc2ccco2)cc1 (centres undefined)	1.3	-3	1.7	-4	0.7	-8	-14	-7	-3
CCCNC(=O)c1nc(C)n(-c2ccc([N+](=O)[O-])cc2)n1	0.6	28	0.7	-2	0.5	-6	-10	-6	4
Cc1cc(C)n(CC(=O)Nc2ccc([N+](=O)[O-])cc2)n1	0.9	1	-0.2	4	0.3	-5	4	7	15
CCCCCC(=O)Nc1cccc(C2=NOC3(C2)C[C@H](C(N)=O)N(C(=O)CCCCC)C3)c1 (some centres undefined)	6.5	-10	x	1	x	14	-19	-15	-4
COc1cc2c(cc1NC(=O)COC(=O)[C@@H](NS(=O)(=O)c1cccc(Cl)c1)C(C)C)oc1ccccc12	1.9	21	-0.6	5	0.6	3	-11	-30	25
COc1ccc(CCNC(=O)CSc2nc3[nH]ncc3c(=O)n2-c2ccccc2Br)cc1OC	1.5	0	-0.6	-3	1.2	-3	5	-8	3
O=S(=O)(c1ccc(Cl)cc1)N1CCN(C(=S)Nc2ccccc2F)CC1	3.2	27	0.6	5	1.5	-9	-8	2	5
O=C(NCCc1ccc(Cl)cc1)C1CCC(CNc2c(N3CCCCC3)c(=O)c2=O)CC1 (centres undefined)	-3.0	9	-1.0	1	0.0	x	-6	2	-1
Cn1c2c(c(=O)n(C)c1=O)C(c1ccc(Br)cc1)Nc1ccccc1O2 (centres undefined)	-1.1	55	0.1	3	-0.1	-11	-8	-14	2
COc1ccccc1NC(=O)C1=C(C)Nc2nnnn2C1c1cc(Br)ccc1OC (centres undefined)	-4.3	24	5.1	4	2.7	1	-5	-11	8
COc1cc2c(cc1OC)CC1(CCCCC1)N=C2	1.6	7	-0.6	43	0.3	-7	-13	0	21
Cc1ccc(C)c2[nH]c(=O)c(CCNC(=O)C(C)(C)C)cc12	0.8	-1	2.5	1	0.3	-15	-2	-6	7
CC1CC2=C(NC(=S)NC2c2ccc(F)cc2)/C(=C/c2ccc(F)cc2)C1 (centres undefined)	-8.5	44	0.6	12	0.7	-9	-4	-17	24
Cc1ccn(C(=O)c2cc3ccccc3oc2=O)n1	-0.7	-5	0.7	1	0.4	-3	-15	3	10
O=C1CC(N2CCN(Cc3ccccc3)CC2)C(=O)N1c1ccccc1 (centres undefined)	-2.3	6	1.4	3	0.1	-6	-21	-3	24
O=C(Cn1c(=O)oc2ccccc21)Nc1ccc2c(c1)OCCO2	0.3	18	-1.2	-1	0.6	-9	-15	-15	-6

Next entries.
Compound	TNF death inh	CHOP inh	TRPN1 ag	Runt-SMMHC FRET	TRPML3 ag	MDM2 E3 inh	EBV gp42 inh	NCF1 inh	PPC-1+TRAIL kill
CCO[C@H]1OC(C(=O)O)=C[C@@H](c2ccc(C(F)(F)F)cc2)[C@@H]1CCCO	-0.5	4	2.5	-2	0.5	x	-12	x	1
CC(C)C(=O)Nc1c(-c2cccs2)c(=O)c2ccccc2n1C	-0.5	23	-0.2	2	0.3	-16	-1	-12	12
O=C(Nc1ccc(S(=O)(=O)N2CCCCCC2)cc1)C1CCCO1 (centres undefined)	0.9	16	1.0	-2	0.1	-15	5	2	13
NNC(=O)c1cc2ccccc2cc1O	-0.2	-13	0.8	-41	-0.4	-19	5	-3	12
Cc1nn(Cc2c(Cl)cccc2Cl)c(C)c1NC(=O)c1sc2ccccc2c1Cl	0.9	27	0.5	-2	0.7	-13	2	-15	-14
Cc1noc(C)c1CSCC(=O)Nc1nc2ccc(Oc3ccccc3)cc2s1	3.7	80*	0.0	0	0.3	-26	-12	-57	-16
O=C(CCCC(=O)OCC(Cl)=C(Cl)Cl)Nc1ccccc1F	1.1	-5	-1.5	-1	-0.5	-15	-34	-8	3
COc1cc(NC(=O)Cn2c(C)cc3ccccc3c2=O)cc(OC)c1OC	-0.7	97*	-0.1	-2	-0.4	14	-11	-4	0
O=C1/C(=C/c2cccnc2)Oc2cc(OS(=O)(=O)c3ccc(F)cc3)ccc21	1.5	38	-0.2	-11	0.9	-13	-9	-9	3
Cc1ccc(CN2CCN(Cc3nc4c(s3)CCCC4)CC2CCO)cc1 (centres undefined)	0.2	7	2.1	2	2.7	-3	-2	-7	13
CCOC(=O)CC(=O)CSc1ccc2nnc(-c3cccc(F)c3)n2n1	-1.3	-1	0.8	2	0.3	x	-24	-15	10
COC(=O)c1ccccc1S(=O)(=O)Nc1ccc(OC)nc1	-0.9	15	0.6	2	0.7	-3	-11	-10	1
CC(C)C(=O)Nc1ccc(NC(=O)c2cccs2)cn1	1.6	-17	2.5	0	0.8	-19	-3	-5	21
COC(=O)c1ccc(CSc2nnc3n(Cc4ccccc4OC)c(=O)c4ccccc4n23)o1	x	5	x	3	x	4	-11	1	15
O=C(CN1C(=O)C2CC=CCC2C1=O)OCc1cc(=O)n2cc(Br)ccc2n1 (centres undefined)	0.5	19	-0.4	2	0.5	-14	8	-3	3
CCOC(=O)/C(C#N)=N\Nc1cc(Cl)ccc1OC	-1.5	-9	1.2	-109	-0.5	-10	-39	-4	3
CCOCCCNS(=O)(=O)c1ccc(Br)cc1	0.1	23	0.2	-1	-1.2	14	-14	-5	-9
COCCCn1cnnc1SCc1nc2sc(C(C)=O)c(C)c2c(=O)[nH]1	2.3	8	0.9	-10	0.9	x	-4	-17	13
Clc1cccc(Nc2ncnc3ccc(Br)cc23)c1	-8.7	63	-0.9	-9	-0.4	-10	2	-24	-4
COC(=O)C1CSc2[nH]c(=O)sc2C1c1ccc(O)c(OC)c1 (centres undefined)	-1.6	7	-1.5	4	-0.5	-4	-9	-14	28

Going on with the list:
Compound	TNF death inh	CHOP inh	TRPN1 ag	Runt-SMMHC FRET	TRPML3 ag	MDM2 E3 inh	EBV gp42 inh	NCF1 inh	PPC-1+TRAIL kill
COc1ccc2[nH]cc(/C=C(/C#N)S(=O)(=O)c3ccccc3)c2c1	-0.6	70*	-1.6	-113	-0.5	-21	9	-24	2
O=C(Nc1cccc(F)c1)N1CC=C(c2ccc(Cl)cc2)CC1	0.0	70	-0.8	-7	0.3	-6	2	-10	7
O=c1c2ccccc2nc(-c2ccoc2)n1CCc1ccccc1	-0.7	33	-0.8	3	0.0	-5	-21	1	6
Cc1ccc(-n2cc(CNCCN3CCOC3=O)c(-c3ccc(F)cc3)n2)cc1	2.8	20	1.3	1	0.9	-11	-4	6	28
CC1(C)SC(=S)N(/N=C/c2ccccc2)C1N(O)C(=O)Nc1ccc([N+](=O)[O-])cc1 (centres undefined)	2.5	65	0.9	-1	0.9	-2	1	-1	1
COc1ccc(/C=C/C(=O)NC(=S)NN2CCCCC2c2cccnc2)cc1 (centres undefined)	2.5	12	-0.2	4	0.2	-8	-11	-15	2
O=C(Nc1cccc([N+](=O)[O-])c1)c1ccn[nH]1	0.2	-17	1.1	1	1.1	9	4	8	-3
CC1NC(=O)NC1CCCCCC(=O)NCCc1ccccc1 (centres undefined)	-1.1	11	-0.8	-4	-0.1	0	-18	10	25
O=C1c2ccccc2C(=O)N1CCCCN(C(=O)c1cc2ccccc2oc1=O)c1ccc(F)cc1F	-1.5	3	-1.1	3	0.1	-3	1	-5	14
COc1cc(CNCCc2ccccc2)ccc1OCc1ccc(Cl)nc1	0.9	45	1.5	1	0.2	-6	-12	-17	26
COc1ccc(NC(=O)c2cc([N+](=O)[O-])nn2Cc2ccccc2)c(C)c1	-3.2	25	-1.2	2	-1.7	-1	-5	-5	20
CCCCCCN(C(=O)CCCCCN1C(=O)NC(c2ccc(-c3ccccc3)cc2)C(C(=O)OCc2ccccc2)=C1C)C(C(=O)NCCCC)c1ccc(OCC(=O)OC)c(C(=O)OC)c1 (centres undefined)	-1.2	12	x	-1	x	-9	-4	-10	2
CC(C)(C)c1ccc(C(=O)NNC(=S)NCc2ccco2)cc1	-0.3	-4	1.9	3	-0.6	-18	0	2	-13
CCc1c(C(=O)Nc2cc(C)cc(C)c2)[nH]c(C)c1C(C)=O	-5.2	7	2.2	-1	-0.6	-1	-10	-10	1
O=C(NCCSCc1ccccc1)c1cc(S(=O)(=O)N2CCOCC2)ccc1F	3.2	0	1.0	1	1.4	-9	1	-5	34
COCc1cc(C)n(CC(=O)Nc2c(C)cccc2C)c(=O)c1C#N	0.7	-10	1.5	-3	0.6	-3	-4	-3	19
O=C(COC(=O)c1ccc(F)cc1)Nc1ccc(Cl)cn1	1.4	4	0.4	2	0.4	-11	-19	-15	11
Cc1nc2ncnn2c(C)c1Cc1ccc(Cl)cc1F	1.2	-5	2.1	4	0.2	x	-21	-1	-12
O=C(CSCc1nc2ccccc2[nH]1)Nc1ccccc1	-1.4	46	-0.3	2	0.2	-10	9	1	2

Random excerpt: 2 records from the list, in no set order.
Compound	TNF death inh	CHOP inh	TRPN1 ag	Runt-SMMHC FRET	TRPML3 ag	MDM2 E3 inh	EBV gp42 inh	NCF1 inh	PPC-1+TRAIL kill
COc1cc2c(cc1OC)CC1(CCCCC1)N=C2	1.6	7	-0.6	43	0.3	-7	-13	0	21
O=C(NCCSCc1ccccc1)c1cc(S(=O)(=O)N2CCOCC2)ccc1F	3.2	0	1.0	1	1.4	-9	1	-5	34

The order is random, and some 5.9% of all compounds hit somewhere here.
